Screens from PubChem BioAssay.
RXFP1 antag: qHTS Assay for Antagonists of the Relaxin Receptor RXFP1 | activity change, negative = inhibition, % at 57.5 µM | 0.59% of 350,000 active | HEK293-RXFP1, relaxin-stimulated cAMP HTRF, 30 min; active compounds read low | AID 1259400, 2018 | Relaxin receptor 1 (Homo sapiens), Q9HBX9;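 active means activity change of -60% or lower, but not beyond a set lower limit; inconclusive means change between -60% and -40%, or beyond the set limit; inactive means change above -40%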; further: on the % scale 0 is the no-effect control and ±100 the full control effect
Target sequence (Q9HBX9 whole entry, looked up): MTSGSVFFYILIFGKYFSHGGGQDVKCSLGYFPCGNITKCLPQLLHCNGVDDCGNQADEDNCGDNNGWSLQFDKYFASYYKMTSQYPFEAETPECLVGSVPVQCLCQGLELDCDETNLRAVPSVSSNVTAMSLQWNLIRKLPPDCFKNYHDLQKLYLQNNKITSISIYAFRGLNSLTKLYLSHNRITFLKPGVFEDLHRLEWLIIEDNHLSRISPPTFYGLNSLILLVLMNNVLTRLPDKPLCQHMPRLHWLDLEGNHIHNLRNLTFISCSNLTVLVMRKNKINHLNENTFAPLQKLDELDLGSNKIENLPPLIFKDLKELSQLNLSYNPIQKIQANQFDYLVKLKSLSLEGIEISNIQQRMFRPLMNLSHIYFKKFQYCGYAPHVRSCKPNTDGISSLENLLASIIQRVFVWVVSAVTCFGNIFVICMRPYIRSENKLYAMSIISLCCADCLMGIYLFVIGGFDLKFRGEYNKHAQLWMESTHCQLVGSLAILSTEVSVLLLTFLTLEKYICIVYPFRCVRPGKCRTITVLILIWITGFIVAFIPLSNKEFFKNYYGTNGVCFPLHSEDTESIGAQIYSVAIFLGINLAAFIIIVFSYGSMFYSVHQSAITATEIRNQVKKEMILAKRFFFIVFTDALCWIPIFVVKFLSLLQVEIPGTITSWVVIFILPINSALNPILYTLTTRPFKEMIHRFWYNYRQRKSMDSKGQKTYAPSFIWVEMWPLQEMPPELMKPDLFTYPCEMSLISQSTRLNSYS
D2 potentiator: HTS Assay for Positive Allosteric Modulators of the Human D2 Dopamine Receptor: Primary Screen for Potentiators. 0.34% of 340,000 active. potentiation, % at 10 µM. HEK293 T-REx D2, calcium flux, EC20 dopamine potentiation. D(2) dopamine receptor (Homo sapiens), P14416;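 active means potentiation over 3 SD above the plate norm, cut at about 30% in these data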; further: 0% is about no effect
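Tetracycline-induced HEK293 T-REx cells force-coupled to calcium signalling expressed D2; compounds were pin-added after a 10 s baseline, read kinetically 180 s, then an EC20 dopamine challenge followed with a further 180 s calcium read.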
D1 PAM: Potentiators of Human D1 Dopamine Receptor: qHTS. D(1A) dopamine receptor (Homo sapiens), P21728. potentiation, % at 10 µM. 0.036% of 360,000 active. AID 504651, 2011. HEK293 TREx D1 cells, calcium flux, dopamine EC20 potentiation; in the data active means potentiation above about 30%; further: 0% is about no effect
RXFP1 ag: qHTS Assay for Agonists of the Relaxin Receptor RXFP1; Relaxin receptor 1 (Homo sapiens), Q9HBX9; HEK293T-RXFP1 cAMP TR-FRET, 30 min; response scale: percent of porcine relaxin response, buffer zero; Potency, µM (titrated, usually from 57.5 µM), inactives show at the highest dose activation, hits mostly activators; 0.3% of 370,000 active; AID 2676, 2010; further: potency means the concentration at half of the fitted maximal effect; on the % scale 0 is the no-effect control and ±100 the full control effect; nearly all actives have a fitted effect of over 60% in size; many of its hits are not listed in these tables
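Agonist response is measured as cAMP accumulation in an RXFP1-transfected HEK293T line under PDE4 inhibition. Values are scaled between buffer-only and 29 nM porcine relaxin, and EC50s come from standard Hill equation fits.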
GRP78 ERSR act: qHTS for Inducers of the Endoplasmic Reticulum Stress Response (ERSR) in Human Glioma: qHTS. U87-MG GRP78 promoter luciferase reporter, 16 h. Potency, µM, without a hit: at the top dose activation, usual class: activators. 0.02% of 420,000 active. AID 602332, 2012; further: potency means the concentration at half of the fitted maximal effect; series mostly up to about 76 µM; % of control where 0% means no effect; nearly all actives have a fitted effect of over 35% in size
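Stably transfected U87-MG human glioma cells carrying a GRP78-based luminescent sensor were seeded at 1000 cells/well, pin-dosed with compounds and incubated 16 h. Luciferase reagent was then added, and end-point luminescence was read after 10 min at room temperature.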
D1 antagonist: Antagonist of Human D 1 Dopamine Receptor: qHTS | D(1A) dopamine receptor (Homo sapiens), P21728 | HEK293 TREx D1 cells, calcium flux, dopamine EC80; active compounds read low | activity change, negative = inhibition, % at 10 µM | 3.2% of 360,000 active; in the data active means activity change below about -30%; further: on the % scale 0 is the no-effect control and ±100 the full control effect
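Antagonism measured as reduced calcium response to an EC80 dopamine addition following 180 s compound pre-read; cells were inducible HEK293 Trex D1 plated overnight at 30 C, read kinetically at 1 cycle/sec.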
Vif-APOBEC3F blk: qHTS for Inhibitors of Vif-A3F Interactions: qHTS. HeLa A3F-eYFP + Vif (tagged APOBEC3F with the HIV-1 protein that degrades it), YFP fluorescence increase. Potency, µM (titrated, usually from 46.1 µM), without a hit: at the top dose activity, negative = active. 0.2% of 390,000 active; further: potency means the concentration at half of the fitted maximal effect; % of control where 0% means no effect; nearly all actives have a fitted effect of over 65% in size
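HeLa cells stably expressing A3F-eYFP plus Vif, plated and incubated overnight at 37 deg C, then exposed to compounds overnight at 37 deg C. Blocked degradation read as raised yellow fluorescence (Ex 488/Em 500-530).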
D1 agonist: Allosteric Agonists of the Human D1 Dopamine Receptor: qHTS. 1% of 360,000 active. HEK293 T-REx D1 cells, calcium flux, agonist mode. D(1A) dopamine receptor (Homo sapiens), P21728. activation, % at 2 µM; in the data active means activation above about 30%; further: 0% is about no effect
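Tetracycline-induced HEK293 TREx D1 cells, force-coupled to calcium signalling, were dye-loaded with a no-wash calcium kit. Compound was pin-added after a 10 s baseline. Fluorescence was read kinetically at 1 cycle/s for 180 s, with calcium rises flagged as agonism.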
Vif-A3G inh: qHTS for Inhibitors of Vif-A3G Interactions: qHTS. AID 602310, 2012. Potency, µM (series often up to 46.1 µM), without a hit: at the top dose activity, negative = active, actives largely listed as inhibitors. 0.076% of 410,000 active. DNA dC->dU-editing enzyme APOBEC-3G (Homo sapiens), Q9HC16. HeLa A3G-eYFP + Vif (tagged APOBEC3G with the HIV-1 protein that degrades it), YFP fluorescence, overnight;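 further: potency means the concentration at half of the fitted maximal effect; on the % scale 0 is the no-effect control and ±100 the full control effect; nearly all actives have a fitted effect of over 60% in size; hits raise eYFP signal because A3G escapes Vif-driven loss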
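Read-out is eYFP fluorescence (Ex 488/Em 500-530) from Vif-expressing HeLa A3G-eYFP cells; more signal means A3G escaped Vif-mediated degradation. Cells plated overnight, compound pinned in, incubated overnight at 37 deg C.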
* marks the source's active call; other numbers are inactive results; u = inconclusive; x = not tested or not shown; & = joins results of further samples. Unless noted, the call rests on the fitted dose curve; in most records, active means well fitted curve in the direction sought with a large enough effect; inconclusive means small, poorly fitted or top-dose-only effect, or another doubt; inactive means no such curve, though single readings can be large; an effect the other way counts as inactive or inconclusive. Not all compounds are listed; rates above refer to the full screens.

SMILES	RXFP1 antag	D2 potentiator	D1 PAM	RXFP1 ag	GRP78 ERSR act	D1 antagonist	Vif-APOBEC3F blk	D1 agonist	Vif-A3G inh
O[C@@H]1CN(CC2CCCCC2)[C@@H](c2ccccc2)C[C@H]1n1cc(C2CC2)nn1	-20	x	x	x	-2%	x	0%	x	-6%
CC(=O)Nc1nc2cc(C(N)=O)ccc2s1	x	-20	-4	1.2%	-3%	x	0%	4	-7%
C=C(C)[C@H]1CC=C(C)C(=O)C1	x	4	-1	-0.3%	-2%&-6%	x	0%	0	1%
COc1ccccc1C(=O)Nc1c(C)cc(Br)cc1C	-4	9	1	-0.8%	2%	x	-3%	-3	3%
O=C(O)C1CC(=O)N(Cc2cccs2)C1 (stereo not given)	-6	3	-6	-0.5%	-3%	8	-6%	2	4%
CCSC1=C(C#N)C(CC(C)C)C2=C(CCCC2=O)N1 (stereo not given)	-8	3	-1	-2.9%	-4%	1	-13%	0	3%
C=C(C)CSc1nnc2[nH]c(=O)cc(N)n12	19	x	x	x	2%	x	2%	x	0%
CC(=O)OCC1OC(n2ccc(=O)[nH]c2=O)C(O)C1O (stereo not given)	-2	-7	-5	2.7%	-5%	11	6%	0	3%
Cc1ccc(Nc2nnc(SCC(=O)NCc3ccco3)s2)cc1	11	11	-1	0.1%	2%	-7	-5%	-1	-1%
COc1ccc2c(c1)c(CC(=O)OCC(=O)N(C)C)c(C)n2C(=O)c1ccc(Cl)cc1	-2	10	-4	0.0%	-3%	0	-32%	2	-7%
COc1ccc(CNC2CCCCC2)cc1	1	-6	-1	0.0%	-5%	-5	-2%	3	0%
COc1cccc(C2C3=C(CCCC3=O)Nc3[nH]n(-c4ccccc4)c(=O)c32)c1 (stereo not given)	0	-4	1	0.0%	-2%	-9	4%	2	3%
CC1CCCC(C)N1Cc1cn2ccccc2n1 (stereo not given)	-7	x	7	1.1%	-4%	2	12%	4	-2%
CC(C)(C)n1ncc2c(=O)n(CC(=O)Nc3ccc(Cl)cc3)cnc21	-12	5	2	0.9%	0%	9	-1%	0	-11%
CCOC(=O)c1sc(NC(=O)CSc2n[nH]c(C)n2)nc1C	-14	10	-2	4.4%	2%	7	u	4	11%
C=C(C)c1cccc(C(C)(C)NC(=O)NCCCn2ccnc2)c1	-3	-3	-3	1.0%	-2%	29	1%	0	1%
Cc1cc(C(=O)COC(=O)c2ccccc2NCCO)c(C)n1CC1CCCO1 (stereo not given)	-2	-12	-14	4.5%	-8%	10	0%	4	2%
O=C(CN(Cc1ccc(F)cc1)C(=O)c1csnn1)NCc1ccc2c(c1)OCO2	12	x	-8	6.2%	1%	-22	4%	4	0%
COC(=O)CCc1c(C)c(C(=O)c2ccco2)c2ccccn12	10	4	-10	u	2%	21	3%	1	5%
COc1ccc(C(=O)C2CC2c2ccc3c(c2)OCO3)cc1 (stereo not given)	-19	x	-4	0.2%	1%	4	-9%	4	-3%
Cc1ccc(SCc2nnc(N)s2)cc1	-16	3	4	1.5%	-2%	4	-11%	0	-3%
COc1cc(C(=O)NC(C)C2CC3CCC2C3)cc(OC)c1OC (stereo not given)	7	5	-1	0.9%	-1%	-17	3%	6	-1%
COc1ccc(C(=O)O/N=C/c2ccc(S(=O)c3ccc(Cl)cc3)nc2)cc1 (stereo not given)	-14	7	-1	-0.1%	-1%	4	-8%	3	1%
O=C(Nc1ccncc1)C1COc2ccccc2O1 (stereo not given)	-1	10	-3	0.6%	-2%	-7	2%	20	2%
Cc1cccc(N(CC(=O)NCc2ccco2)C(=O)CCC(=O)Nc2nccs2)c1C	14	-1	x	0.4%	-5%	5	1%	4	0%
CC(C)n1c(NCCO)nc2ccccc21	-14	15	1	-0.1%	-2%	30	4%	3	-1%
Cc1cc(/C=N/N2CCN(C)CC2)c(C)n1-c1ccccc1F	-1	-11	-11	-1.2%	-3%	6	2%	4	1%
CCC(CO)n1c(SCc2cc([N+](=O)[O-])cc3c2OCOC3)nc2ccccc2c1=O (stereo not given)	-7	3	11	0.9%	-2%	-6	-6%	1	-12%
COC(=O)CNC(=O)COC(=O)/C=C/c1ccc(F)cc1	-5	6	3	0.6%	0%	-21	0%	4	3%
Cc1csc(NC(=O)c2cn3ccccc3n2)n1	-27	-7	3	0.7%	-14%	22	-5%	-2	-3%
Cc1ccc(Oc2ccc(/C=N/O)cn2)cc1	1	8	-1	0.1%	3%	6	2%	0	-1%
CC(CC(=O)Nc1nnc(CC(C)(C)C)s1)c1ccccc1 (stereo not given)	4	0	0	1.7%	0%	-6	-6%	1	1%
COc1nc(OC/C(N)=N/O)nc(N2CCOCC2)n1	-4	3	8	1.8%	-5%	-2	-4%	3	0%
CC(C)(C)OC(=O)[C@H](Cc1ccccc1)NC(=O)c1nc[nH]c1C(=O)NCC(=O)OCc1ccccc1	x	2	-3	0.0%	0%	17	-1%	2	-2%
O=C(NCc1ccncc1)C1CCCN(S(=O)(=O)c2cc(Cl)ccc2Cl)C1 (stereo not given)	-7	x	-6	-0.1%	-3%	-17	4%	7	2%
COc1ccc(Oc2cc(C)nc(Cl)n2)nn1	9	3	8	-0.5%	-1%	-5	-2%	4	-1%
CCCCN(CC)CCNC(=O)c1c(C)oc2ncnc(N3CCOCC3)c12	2	-1	-6	-2.7%	0%	4	0%	2	-2%
C=CCNC(=O)Nc1ccc(OCC)cc1	-8	3	3	-1.9%	1%	-12	-8%	3	1%
CSCCC(NC(=O)COc1ccccc1)C(=O)NCCOc1ccc(C)cc1 (stereo not given)	-2	-6	-2	-3.3%	-5%	2	-20%	4	-1%
CC(NC(=O)C1CCC(C)(C(=O)O)C1(C)C)c1ccccc1 (stereo not given)	-30	12	-3	-0.9%	-2%	4	-23%	1	-1%
CCc1ccc(NC(=O)C2CCCN(S(=O)(=O)c3cccc4cccnc34)C2)cc1 (stereo not given)	-15	6	-2	3.9%	2%	7	1%	0	9%
Cc1nc(-c2ccc(NC(=O)c3ccccc3Br)cc2)cs1	-12	x	5	1.5%	-3%	25	-3%	1	-3%
CC12CCC(C(=O)N3CCCc4ccccc43)(OC1=O)C2(C)C (stereo not given)	-3	-26	-4	0.7%	-7%	15	-12%	2	-4%
COc1cccc(C(c2sc3ncnn3c2O)N2CCN(C(=O)c3ccco3)CC2)c1 (stereo not given)	-5	x	2	-0.2%	-2%	6	1%	1	0%
O=[N+]([O-])c1cccc(CN2CCC(Cc3ccccc3)CC2)c1	-17	-11	-1	3.2%	-2%	-11	-25%	3	-5%
O=C(NCCN1CCOCC1)[C@H](Cc1ccccc1)N1C(=O)c2ccccc2C1=O	-8	0	-6	1.6%	-5%	-7	0%	0	-4%
CCOc1ccc(NC(=O)CN(C)C(=O)Cc2c[nH]c3ccccc23)cc1OCC	-20	-4	-6	-0.7%	-6%	-11	-6%	2	-1%
CCCCN(C)Cc1c(O)ccc2c(=O)c(-c3ccccc3OC)coc12	4	-2	-1	11%	-5%	29	0%	3	3%
O=S(=O)(Nc1cc(S(=O)(=O)N2CCCC2)ccc1O)c1ccc(Cl)s1	5	2	2	-0.7%	-2%	11	-16%	2	-4%
O=C(NC(C(=O)c1ccccc1)n1ccc(=O)[nH]c1=O)c1ccccc1 (stereo not given)	-3	10	9	-0.9%	0%	-15	-21%	2	-2%

An excerpt from above in order of their number in Vif-APOBEC3F blk, ascending:
Molecule	Vif-APOBEC3F blk
O=S(=O)(Nc1cc(S(=O)(=O)N2CCCC2)ccc1O)c1ccc(Cl)s1	-16%
CC12CCC(C(=O)N3CCCc4ccccc43)(OC1=O)C2(C)C (stereo not given)	-12%
CCc1ccc(NC(=O)C2CCCN(S(=O)(=O)c3cccc4cccnc34)C2)cc1 (stereo not given)	1%

Of the compounds above, five contain an aryl thioether with sulfur outside any ring.
SMILES	RXFP1 antag	D2 potentiator	D1 PAM	RXFP1 ag	GRP78 ERSR act	D1 antagonist	Vif-APOBEC3F blk	D1 agonist	Vif-A3G inh
C=C(C)CSc1nnc2[nH]c(=O)cc(N)n12	19	x	x	x	2%	x	2%	x	0%
Cc1ccc(Nc2nnc(SCC(=O)NCc3ccco3)s2)cc1	11	11	-1	0.1%	2%	-7	-5%	-1	-1%
CCOC(=O)c1sc(NC(=O)CSc2n[nH]c(C)n2)nc1C	-14	10	-2	4.4%	2%	7	u	4	11%
Cc1ccc(SCc2nnc(N)s2)cc1	-16	3	4	1.5%	-2%	4	-11%	0	-3%
CCC(CO)n1c(SCc2cc([N+](=O)[O-])cc3c2OCOC3)nc2ccccc2c1=O (stereo not given)	-7	3	11	0.9%	-2%	-6	-6%	1	-12%
